High-throughput results (PubChem)
Htt clearance: clearance of mutant huntingtin inclusions, primary screen, imaging, HeLa Exon1htt(103Q)mCFP, confocal imaging; aggregate imaging; zero = plate's median compound well; inhibition, % at 1.5 µM; actives 0.42% (n = 47,000); AID 853, 2007;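 active means inhibition of aggregate fluorescence above about 70%, also judged a hit by eye on the cell image, limit read from the data, passing the limit was not always enough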;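 further: cells exposed to compound for three days before fixation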
Htt clearance grain fraction: further read-out of Htt clearance, marked with its call; fraction fluorescence in grains; measured here: aggregate grain fluorescence fraction; hits give low values;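 scaled fraction of total cell fluorescence in grains with unit not stated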
Numbers without * were called inactive. This is a subset (hit frequency here may not be typical).

SMILES | Htt clearance | Htt clearance grain fraction
CC1C[C@@]2(NC(=O)NC2=O)C(C)CN1C (stereo not given in full) | 17 | 16
Cc1cccc(-n2c(Cc3cc(=O)[nH]c(=O)[nH]3)nnc2SCC(=O)N2CCCCC2)c1 | -32 | 60
CC(=O)OC1CCC(OC(C)=O)c2c1n([O-])c(C)c(C)[n+]2=O (stereo not given) | 19 | 29
Cc1nn(C(=O)CCCC(=O)n2nc(C)c(Cl)c2C)c(C)c1Cl | 26 | 16
CC(C)CCNc1nc2c(c(=O)n(Cc3cccc(F)c3)c(=O)n2C)n1C | -16 | 41
O=C(Nc1ccccc1)c1ccc2c(c1)OCCO2 | -38 | 53
C/C=C(\C)c1nnc(NC(=O)c2ccco2)s1 | -29 | 26
Cc1ccc(S(=O)(=O)c2c(COC(=O)c3ccc(Cl)cc3)c(-c3ccccc3)nn2C)cc1 | -23 | 26
CCn1c(SCc2ccc(C#N)cc2)nnc1-c1ccc(S(=O)(=O)N2CCCCC2)cc1 | 27 | 15
Cc1ccc(S(=O)(=O)Nc2ccc(S(=O)(=O)Nc3ncccn3)cc2)cc1 | 8 | 36
CC(=O)c1c(C)nc(C)nc1NC(=O)Cc1ccccc1 | 44 | 9.4
O=C(NCCCN1CCOCC1)c1ccco1 | 32 | 28
C=CCOc1ccc(C2C(C(=O)c3ccco3)=C(O)C(=O)N2CCCN(CC)CC)cc1 (stereo not given) | 4 | 34
O=C(CCCc1nc(-c2ccc(Cl)cc2)no1)N1CCOCC1 | 20 | 15
CCn1c(SCC(=O)N2CCOCC2)nc2c(c1=O)SC(C)C2 (stereo not given) | -2 | 47
COC(=O)c1cc(OC)c(OC)c(OC)c1NC(=O)c1ccc(S(=O)(=O)N(C)C)cc1 | -62 | 27
COc1cc(NC(=O)Nc2cccc(Cl)c2)c(OC)cc1NC(=O)CN1CCCCC1 | -41 | 28
O=c1[nH]c2ccccc2n1Cc1ccccc1 | -31 | 54
CCOc1ccc(CN(C(=O)c2cc3ccccc3oc2=O)C2CC2)cc1 | 17 | 15
NS(=O)(=O)c1ccc(S(=O)(=O)NCCc2ccccc2)cc1 | 30 | 24
C[N+](C)(C)CCNC(=O)c1c(O)c2c([nH]c1=O)CCCC2 | -29 | 46
Cc1onc(-c2ccccc2Cl)c1C(=O)NCc1ccccc1 | 32 | 13
CCOC(=O)CCc1nc2ccccc2[nH]c1=O | 24 | 13
O=C(Oc1ccc(Cl)c2cccnc12)N1CCOCC1 | -60 | 32
O=C(c1ccco1)n1nc(-c2ccc(Cl)cc2)nc1NCc1ccco1 | 0 | 16
CCOC(=O)N1CCC(NC(=O)CCN2C(=O)COc3ccccc32)CC1 | -45 | 24
O=S(=O)(NCCOc1ccc(F)cc1)c1ccc2c(c1)OCCO2 | -15 | 38
Cc1ccccc1CN1C(=O)Nc2ccccc2C(=O)N1C(C)(C)C | -3 | 33
CCCOc1ccc(C(C)=O)cc1CSCCC#N | 12 | 16
CCOC(=O)N1CCN(C(=O)CSc2ccccc2)CC1 | 13 | 15
CNc1oc(-c2cccc3ccccc23)nc1C#N | 0 | 20
O=C(C1CCN(S(=O)(=O)N2CCOCC2)CC1)N1CCN(Cc2ccc3c(c2)OCO3)CC1 | -14 | 46
Cc1ccc(S(=O)(=O)NCC2CCC(C(=O)NCCCN3CCOCC3)CC2)cc1 (stereo not given) | 3 | 20
O=C(O)c1ccc(CN(c2ccccn2)S(=O)(=O)c2ccccc2)cc1 | -174 | 117
COC(=O)C1C(=O)CC(C)(O)C(C(=O)OC)C1c1ccc2c(c1)OCO2 (stereo not given) | -45 | 62
CCCCc1c(O)n2c(nc3ccccc32)[nH]c1=O | 19 | 17
Cc1onc(-c2ccccc2)c1C(=O)N1CCCN(C(=O)c2c(-c3ccccc3)noc2C)CC1 | 38 | 10
C=CCOC(=O)Nc1c(C(=O)OC)[nH]c2ccc(Cl)cc12 | -81 | 35
Cc1ccc(-c2cc(N)n[nH]2)cc1 | -180 | 90
CN(Cc1ccccc1)c1nc2c(c(=O)[nH]c(=O)n2C)n1Cc1ccccc1 | -35 | 53
COC(=O)CNC(=O)CCCCC(=O)NCC(=O)OC | 27 | 26
Cc1cc2c(cc1C)-c1nnnn1C(C)(C)C2 | 10 | 15
CN1OC(COC(=O)c2ccc(Cl)cc2Cl)CC1c1ccccc1 (stereo not given) | 9 | 19
Cc1ccc(SCC(=O)NCCN2C(=O)CSC2=O)c(C)c1 | -67 | 77
COc1cc(C(=O)N2CCN(C(=O)CC(C)C)CC2)cc(OC)c1OC | -10 | 21
COc1ccc(S(=O)(=O)Cc2ccc(C(=O)NCc3ccco3)o2)cc1 | 33 | 32
FC(F)(F)c1cc(Cl)c2nc(-c3ccccc3)cn2c1 | 21 | 30
CCC1CCCCN1C1Sc2ccc(C(=O)OC)cc2NC1=O (stereo not given) | 16 | 28

Arranged by value in Htt clearance (smallest number first): 6 of the compounds above.
smiles	Htt clearance
Cc1ccc(SCC(=O)NCCN2C(=O)CSC2=O)c(C)c1	-67
CN(Cc1ccccc1)c1nc2c(c(=O)[nH]c(=O)n2C)n1Cc1ccccc1	-35
Cc1cc2c(cc1C)-c1nnnn1C(C)(C)C2	10
FC(F)(F)c1cc(Cl)c2nc(-c3ccccc3)cn2c1	21
COC(=O)CNC(=O)CCCCC(=O)NCC(=O)OC	27
COc1ccc(S(=O)(=O)Cc2ccc(C(=O)NCc3ccco3)o2)cc1	33

The listing continues:
SMILES | Htt clearance | Htt clearance grain fraction
Clc1ccccc1-c1nc(-c2cccnc2)no1 | -103 | 34
O=C1c2ccccc2C(=O)N1CCCOc1ccccc1 | -18 | 23
Cc1cc(C)c2nc(N3CCCC(C(=O)N4CCC(C(N)=O)CC4)C3)sc2c1 (stereo not given) | 24 | 13
CC1CCN(Cc2ccc(NC(=O)CC3Oc4ccccc4NC3=O)cc2)CC1 (stereo not given) | -12 | 54
CN(C(=O)c1ccc(C#N)cc1)c1nnc(-c2ccccn2)s1 | 80* | 3.5*
COc1ccc(C(=O)C2CCN(S(=O)(=O)c3ccc4c(c3)OCCO4)CC2)cc1 | -66 | 63
Nc1ccn(-c2ccccc2)c(=O)c1 | 38 | 22
CCCCCC(=O)Nc1ccc(Cc2ccncc2)cc1 | 11 | 16
COc1cc(CNCCCN2CCOCC2)cc(Br)c1OCC(=O)N1CCCCC1 | 7 | 29
CN(C)S(=O)(=O)N1CCc2ccccc21 | -22 | 24
CC(C)(C)OC(=O)N1CCC(c2c(C(=O)O)cnn2-c2ccccc2)CC1 | -120 | 70
Cc1ccnc(NC(=O)c2cccs2)c1 | 9 | 33
CC(=O)C1C(=O)c2c(cccc2[N+](=O)[O-])C1=Nc1ccccc1C (stereo not given) | -2 | 18
Cc1ccc(CSc2nnc(-c3ccco3)n2N)cc1 | -43 | 53
Cn1c(C(=O)NCCCN2CCCCCC2)cc2c(=O)n(C)c3ccccc3c21 | -123 | 69
CCOc1cc(C2c3c(n[nH]c3C)C(=O)N2c2ccc(Br)cc2)ccc1O (stereo not given) | 2 | 20
O=C(CCNS(=O)(=O)c1ccc(Cl)cc1)N1CCC2(O)CCCCC2C1 (stereo not given) | -3 | 23
O=C(CCCn1c(=S)[nH]c2ccccc2c1=O)NCc1ccco1 | 44 | 10
CC(NC(=O)c1ccnc(C(C)(C)C)c1)c1ccccc1 (stereo not given) | -59 | 31
COc1cccc(C(c2nnnn2Cc2ccco2)N2CCN(c3cccc(C)c3C)CC2)c1OC (stereo not given) | -27 | 26
CCC(C)(C)NC(=O)C(c1cccn1C)N(C(=O)Cn1nnc2ccccc21)c1ccccc1OC (stereo not given) | -42 | 31
O=C(Nc1ccc(N2CCCCC2)cc1)c1cccnc1 | 35 | 13
CNc1nc(SC)nc(N(C#N)CC(=O)OC)n1 | -71 | 30
Cc1cc(C)n(-c2cc(-c3ccccc3)nc(C)n2)n1 | -54 | 29
O=C(Nc1ccccc1)c1cnc2n(c1=O)CCS2 | -3 | 34
COc1nc(-c2ccc(Cl)cc2)ccc1-c1noc(-c2ccco2)n1 | -53 | 35
Cc1c(C(=O)N2CCCCC2)oc2ccc(S(=O)(=O)N3CC(C)CC(C)C3)cc12 (stereo not given) | 19 | 30
CCOC(=O)C1=C(c2ccccc2)N=c2s/c(=C\c3cc(OC)c(OC)c(OC)c3)c(=O)n2C1c1cccs1 (stereo not given) | -3 | 32
O=C(CSc1nnnn1-c1ccc2c(c1)OCCO2)Nc1nc2c(s1)CCCC2 | 77* | 5.1*
CN1C(=O)C2(N=c3ccccc3=N2)c2ccccc21 | -58 | 68
O=C1C(Cl)=C(N2CCOCC2)C(=O)N1c1cccc(Cl)c1 | -23 | 52
CCC(C)n1[nH]c(=O)c2c(C)cc(C)nc21 (stereo not given) | -50 | 30
CCOc1ccc(C2CC(c3ccccc3C)n3nc(N)nc3N2)cc1 (stereo not given) | -9 | 34
COc1ccccc1N1CCN(C2=NS(=O)(=O)c3ccccc32)CC1 | -23 | 22
C/C(Cl)=C\Cn1c(Nc2cccc(C)c2)nc2c1c(=O)n(C)c(=O)n2C | 45 | 11
CC(=O)Nc1cc(C(=O)O)ccc1S(=O)(=O)c1ccc(C)cc1 | -8 | 36

The closing two records of the part above are carried over, then new ones follow.
SMILES | Htt clearance | Htt clearance grain fraction
C/C(Cl)=C\Cn1c(Nc2cccc(C)c2)nc2c1c(=O)n(C)c(=O)n2C | 45 | 11
CC(=O)Nc1cc(C(=O)O)ccc1S(=O)(=O)c1ccc(C)cc1 | -8 | 36
CN(C)S(=O)(=O)c1ccc(C(=O)Nc2ccc(CN3CCCC3)cc2)cc1 | -65 | 34
O=C(NNC(=O)c1ccncc1)c1ccncc1 | -29 | 26
Cc1ccc(OCCNC(=O)c2ccco2)cc1C | -28 | 45
Cn1c(COc2ccc(Cl)cc2)nc2ccccc2c1=O | 11 | 30
COc1ccc(C2CC(C(F)(F)F)n3nc(C(=O)Nc4ccc5c(c4)OCO5)cc3N2)cc1 (stereo not given) | -76 | 34
Nc1nc(CSc2nc3ccccc3[nH]2)cs1 | -12 | 49
CCn1cc(Cl)c(C(=O)N2N=C3/C(=C/c4cccs4)CCCC3C2c2cccs2)n1 (stereo not given) | -2 | 19
CC(C)c1nnc(NC(=O)CSc2nc3ccccc3s2)s1 | -55 | 32
CCC(C)NC(=O)c1ccccc1C(=O)NC(C)CC (stereo not given) | 52 | 9.4
CCC(C)C(=O)Nc1cc(C(=O)OC)ccc1C(=O)OC (stereo not given) | 16 | 27
CC1=C(C(=O)Nc2ccccc2C)C2(CCCC2)C(C(N)=O)C(=O)N1 (stereo not given) | 36 | 13
Cc1cc(C)n(C(=O)CNC(=O)c2ccc3c(c2)OCCO3)n1 | 0 | 36
COc1ccccc1OCC(=O)N(Cc1nc(-c2ccccc2)no1)C1CCCCC1 | 37 | 13
CCOC(=O)N1CCC(c2[nH][nH]c(=O)c2C)CC1 | -8 | 19
CCCc1cc(=O)[nH]c(SCC(=O)c2cc(C)n(C(C)COC)c2C)n1 (stereo not given) | 15 | 26
Cc1ccc(C(=O)N2CCCC2)cc1S(=O)(=O)Nc1ccccc1 | 66 | 6
O=C(Nc1ccc(-c2cn3ccsc3n2)cc1)C1COc2ccccc2O1 (stereo not given) | -27 | 23
COc1cccc(OCc2nc3ccccc3[nH]2)c1 | -54 | 75
O=C(C(Cc1ccccc1)N1C(=O)C2C3C=CC(C3)C2C1=O)N1CCCCCC1 (stereo not given) | 16 | 16
O=C(CSc1nnc(-c2ccccc2Cl)n1Cc1ccco1)Nc1ccc2c(c1)OCCO2 | -28 | 25
O=C(Cn1c(=O)oc2ccccc21)Nc1ccc(S(=O)(=O)N2CCCCC2)cc1 | -22 | 24
CN(CC(=O)N1CCN(c2ccccn2)CC1)S(=O)(=O)c1ccc2ccccc2c1 | -14 | 21
CCN(CC)C(=O)c1cc2cc(Br)ccc2oc1=O | -45 | 28
Cc1nc(SCCC(C)C)c([N+](=O)[O-])[nH]1 | 7 | 22
[O-]/[N+](=C\c1ccccc1)[C@@H]1CCCC[C@@H]1/[N+]([O-])=C/c1ccccc1 | 23 | 24
COc1ccc(Cl)cc1Nc1nc(NCCO)nc(N2CCCC2)n1 | -70 | 33
CC(C)CC(=O)OCc1cn(-c2ccccc2)nn1 | -15 | 24
CCCCN(CCCC)c1nc2ccccc2nc1C(C#N)C(=O)NCCCOC (stereo not given) | 21 | 31
Cn1c(=O)c2c(ncn2CC(=O)N2CCOCC2)n(C)c1=O | 12 | 35
COc1ccc(C(=O)NCCn2cc(SCC(=O)Nc3nnc(C)s3)c3ccccc32)cc1 | 1 | 19
O=C(c1cccs1)N1CCCC1 | 57 | 8.4
Cc1ccc2nc3c(cc2c1)c(NC(=O)C1CCCO1)nn3CC(C)C (stereo not given) | -4 | 29
COc1cc(NC(=O)C2CCCCC2)c(OC)cc1NC(=O)CN1CCCCC1 | 32 | 23
Cc1ccc(OCc2nnc(SCC(=O)Nc3ccc4c(c3)OCCO4)n2Cc2ccco2)cc1 | 35 | 26
O=C(NCCN1CCOCC1)c1ccc(-c2ccccc2)cc1 | -30 | 21
CCCCn1c(SCC(N)=O)nc2c(sc3ccccc32)c1=O | 10 | 14
CC1(C)C(=O)NCCN1C(=O)CCC(=O)O | 14 | 15
COCCNC(=O)C(c1ccc(C)o1)N(Cc1cccs1)C(=O)c1snc(C(N)=O)c1N (stereo not given) | -7 | 21
COc1ccc(N=C(C)C2=C(O)CSC2=O)cc1 | 13 | 15

Sorted by heavy-atom count (lowest first): some entries from above.
SMILES | Htt clearance | Htt clearance grain fraction
CC1(C)C(=O)NCCN1C(=O)CCC(=O)O | 14 | 15
Cn1c(=O)c2c(ncn2CC(=O)N2CCOCC2)n(C)c1=O | 12 | 35
[O-]/[N+](=C\c1ccccc1)[C@@H]1CCCC[C@@H]1/[N+]([O-])=C/c1ccccc1 | 23 | 24
CCCCN(CCCC)c1nc2ccccc2nc1C(C#N)C(=O)NCCCOC (stereo not given) | 21 | 31
